bIAP activator = increases bovine intestinal alkaline phosphatase activity. purified bovine IAP, CDP-star luminescence, 30 min; hits give high values; fold of DMSO-control signal, blank-subtracted. 200,000 tested, 0.17% active. activation factor at 20 µM;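 active means activation factor of 2 or more at 20 µM, a signal rise over negative controls twice the positive control's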
PPARg SRC3 recr = promotes SRC-3 coactivator recruitment by human PPARgamma. P37231. activation, % at 8 µM. 200,000 tested, 0.26% active. biochemical PPARgamma/SRC-3 coactivator recruitment assay; in the data active means activation above about 23%;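 further: 0% = DMSO and 100% = reference agonist; some compounds past the cut are filed as inactive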
Target sequence (P37231 whole entry, looked up): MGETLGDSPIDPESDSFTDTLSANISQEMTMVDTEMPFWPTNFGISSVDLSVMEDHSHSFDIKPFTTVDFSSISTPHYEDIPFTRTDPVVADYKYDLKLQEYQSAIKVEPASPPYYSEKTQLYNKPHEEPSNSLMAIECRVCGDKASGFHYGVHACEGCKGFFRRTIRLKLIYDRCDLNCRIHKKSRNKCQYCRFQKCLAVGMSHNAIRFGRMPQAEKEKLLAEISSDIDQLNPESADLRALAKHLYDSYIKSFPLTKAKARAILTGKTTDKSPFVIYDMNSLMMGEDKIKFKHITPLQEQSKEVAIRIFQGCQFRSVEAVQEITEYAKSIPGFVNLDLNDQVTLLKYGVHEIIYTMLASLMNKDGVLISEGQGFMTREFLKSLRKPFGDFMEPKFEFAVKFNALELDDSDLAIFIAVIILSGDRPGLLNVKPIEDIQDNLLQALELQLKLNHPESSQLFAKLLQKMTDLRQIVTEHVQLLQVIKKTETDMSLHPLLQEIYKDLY
S1P3 antag = antagonists of human S1P3 receptor; Q99500; CHO S1P3 NFAT-BLA reporter, FRET fluorescence, antagonist mode; inhibition, % at 4.98 µM; 170,000 tested, 0.27% active; AID 485;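 active means inhibition above the plate cutoff, the mean inhibition of test wells on that plate plus 3 SD, cut at about 28% in these data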;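 further: cells challenged with S1P at its EC80 of 0.8 µM; blue over green emission ratio from cleaved BLA substrate after 4 h stimulation; 0% = S1P-stimulated wells and 100% = unstimulated DMSO-only wells; some compounds past the cut are filed as inactive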
Target sequence (Q99500 whole entry, looked up): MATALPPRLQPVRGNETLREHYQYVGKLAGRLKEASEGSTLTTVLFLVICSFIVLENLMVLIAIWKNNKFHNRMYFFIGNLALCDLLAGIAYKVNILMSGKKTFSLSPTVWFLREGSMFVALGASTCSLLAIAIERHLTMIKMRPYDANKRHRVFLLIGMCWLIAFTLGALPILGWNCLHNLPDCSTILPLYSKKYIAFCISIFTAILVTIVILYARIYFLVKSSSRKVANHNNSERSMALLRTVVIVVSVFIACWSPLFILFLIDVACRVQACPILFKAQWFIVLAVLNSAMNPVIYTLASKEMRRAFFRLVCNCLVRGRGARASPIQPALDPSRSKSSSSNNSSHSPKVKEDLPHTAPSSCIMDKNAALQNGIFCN
DTT redox prof = compounds producing H2O2 with reducing agent – biochemical, NIH compound library profiling, artefact control for MLSCN library redox annotation, primary screen; AID 878; 200,000 tested, 0.03% active; DTT-dependent redox cycling H2O2, phenol red/HRP absorbance; 100% = 100 µM peroxide control, 0% = buffer; activation, % at 10 µM;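 active means activation of at least 50% relative to the plate's high and low controls in the primary single-dose screen; inactive means activation below 50%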;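 further: compound incubated with DTT at 0.8 mM final as the reducing agent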
Lmaj promast = Leishmania major promastigote growth inhibition; Leishmania major promastigotes, resazurin fluorescence viability; inhibition, % at 10 µM; 200,000 tested, 9% active; in the data active means inhibition above about 50%;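 further: promastigotes grown with compound for 44 hours at 28 °C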
TR-FRET SRC-2 ct = counter-screen for PPARgamma SRC-2 recruitment agonists: TR-FRET artefact; hits give high values; TR-FRET ratio at 8 µM; 200,000 tested, 0.4% active; AID 1049; in the data active means TR-FRET ratio above about 2000; further: inactives centre near 1500; reference of the scale not given here
PPARg SRC-2 ag = agonists of SRC-2 recruitment by human PPARgamma; PPARgamma LBD-SRC-2 recruitment, biochemical; activation, % at 8 µM; 200,000 tested, 0.34% active; P37231; in the data active means activation above about 22%;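 further: 0% = vehicle and 100% = reference agonist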
TLR4-MyD88 BLA = TLR4-MyD88 interaction inhibition in cells; 200,000 tested, 0.18% active; inhibition, % at 8.4 µM; HeLa CL3-4 TLR4/MyD88 BLA complementation, FRET ratio; in the data active means inhibition above about 25%;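 further: 0% = vehicle and 100% = reference inhibitor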
ROMK mod = modulators of human ROMK potassium channel. P48048. Tet-inducible ROMK, thallium flux fluorescence; actives lie on both sides. B-score at 10 µM. 130,000 tested, 2% active. AID 1918;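 active means signal ratio slope over the read window, or its plate-corrected B-score, at least 3 SD from the plate mean, either direction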;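 further: B-score of the F/F0 ratio slope over 7 to 12 s after thallium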
PPARg SRC1 recr = PPARgamma-driven SRC-1 recruitment agonism | PPARgamma-SRC-1 coactivator recruitment biochemical assay | activation, % at 8 µM | 200,000 tested, 0.41% active; in the data active means activation above about 19%;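 further: 0% = DMSO and 100% = reference agonist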
bIAP inhibitor = intestinal alkaline phosphatase (bovine) inhibition. purified bovine IAP, CDP-star luminescence, 30 min. inhibition, % at 20 µM. 190,000 tested, under 10 active;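 active means over 50% inhibition of intestinal alkaline phosphatase at 20 µM in the single-dose screen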
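System: Purified bovine intestinal alkaline phosphatase (IAP) enzyme | Input: IAP diluted 1/65,000,000 in the well | Also added: CDP-star chemiluminescent phosphatase substrate, 30 µM final | Dosing: 20 µM single dose | Times: Enzyme reaction for 30 min at room temperature | Detection: Luminescence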
The depositor's hits bear a star; nt = not tested or not shown.

mol | bIAP activator | PPARg SRC3 recr | S1P3 antag | DTT redox prof | Lmaj promast | TR-FRET SRC-2 ct | PPARg SRC-2 ag | TLR4-MyD88 BLA | ROMK mod | PPARg SRC1 recr | bIAP inhibitor
COC(=O)CCSCC(=O)Nc1nnc(C)s1 | 0.9 | 5 | 10 | -2.5 | -3 | 1635 | 3 | 8 | nt | 8 | 9
NC(=O)c1ccc(NC(=O)CCCN2C(=O)c3ccccc3C2=O)cc1 | 0.9 | -4 | nt | -0.5 | -4 | 1763 | 0 | 10 | 0.23 | -2 | 10
CN1CCN(c2ncnc3sc(-c4ccccc4)cc23)CC1 | 1 | 2 | -2 | 0.0 | 14 | 1502 | 1 | -9 | -2.1 | -2 | -4
O=C(Cc1ccc(Cl)c(Cl)c1)OCC(=O)c1ccc[nH]1 | 0.8 | 6 | -12 | 0.5 | -1 | 1656 | 2 | 0 | nt | 7 | 20
CN(C)C(=O)C1CCC(=O)N1Cc1cccs1 (stereo not drawn) | 1 | -5 | -2 | -0.8 | 3 | 1488 | -7 | 3 | 1.2 | -5 | 1
CSc1ccc(S(=O)(=O)NCc2ccc(Cl)cc2)cc1 | 0.7 | -11 | -14 | 1.4 | -1 | 1643 | 4 | 5 | -0.46 | -1 | 28
O=C(CSc1nc2ccccc2o1)N1c2ccccc2Sc2ccc(C(F)(F)F)cc21 | 1 | 9 | 4 | 0.2 | 80* | 1571 | 2 | -7 | 0.3 | 12 | 5
NNc1nc2ccccc2nc1C(F)(F)F | 1.1 | 3 | -5 | -1.3 | -1 | 1790 | 1 | -27 | -0.54 | 1 | -10
O=C1NCC(=O)N(Cc2ccccc2)/C1=C/c1ccccc1 | 1.1 | -5 | -6 | -0.2 | 0 | 1317 | -5 | -3 | -0.75 | 1 | -6
CCC(C)NCCOc1cccc(Br)c1 (stereo not drawn) | 0.9 | -1 | -2 | -0.5 | 14 | 1628 | 5 | -10 | nt | 3 | 10
COc1ccc(CCC(=O)N2CCN(C3CCCCC3)CC2)cc1 | 1 | 9 | 0 | 0.6 | 56* | 1714 | 16 | -12 | nt | 6 | -2
COc1ccc2cc(/C=C/C(=O)c3ccco3)c(Cl)nc2c1 | 0.8 | 0 | nt | 0.3 | 44 | 1588 | 13 | 10 | 0.018 | 5 | 21
O=C(O)c1ccc(S(=O)(=O)c2ccccc2)cc1 | 1 | -6 | 29 | 0.3 | -10 | 1300 | -12 | 6 | nt | -8 | -1
O=C(Cc1ccccc1)NCCCc1ccccc1 | 0.9 | -2 | nt | 16 | -1 | 1623 | -4 | 11 | -0.2 | 1 | 8
CC(C)CC(=O)NC1(C(F)(F)F)C(=O)N(Cc2ccccc2)C2=C1C(=O)CC(C)(C)C2 (stereo not drawn) | 1 | -5 | nt | 2.3 | 26 | 1529 | 6 | -9 | nt | 7 | -1
O=C(O)c1ccc(N2Cc3ccccc3C2)cc1O | 1 | 9 | nt | 0.8 | -8 | 1560 | 1 | -10 | -1.6 | 7 | 1
S=c1[nH]c(-c2ccc(Br)cc2)cn1CCc1ccccc1 | 0.8 | 5 | 2 | -0.1 | -4 | 1501 | -9 | 4 | 0.4 | -3 | 23
Cc1cc(C)n2nc(SCc3nnc(-c4cccs4)o3)nc2n1 | 1.2 | 3 | -9 | -0.3 | -9 | 1633 | 5 | 14 | 1.1 | 3 | -19
Cc1[nH]c2ccccc2c1C(=O)CN1CCCCC1C (stereo not drawn) | 1.1 | -1 | -11 | 2.3 | -2 | 1507 | -6 | 0 | nt | -1 | -12
CCOC(=O)C1CCN(C(=O)c2sc3nc(-c4ccc(F)cc4)cn3c2C)CC1 | 1 | 2 | -16 | 2.1 | 6 | 1450 | -1 | -4 | -1.4 | 0 | -1
O=C(CSc1nnc(Cc2cc(=O)[nH]c(=O)[nH]2)n1-c1ccc(Cl)cc1)N1CCc2ccccc21 | 1 | 3 | -1 | -1.7 | -4 | 1571 | -3 | -6 | 0.19 | -2 | -4
Cc1ccccc1NC(=O)c1cn(-c2ccccc2)nc1-c1ccccc1 | 1 | 8 | -2 | -0.1 | 11 | 1494 | -2 | 8 | -0.063 | 5 | 1
Cn1c(Cc2ccccc2)nnc1SCC(=O)c1ccc(Br)s1 | 0.8 | 12 | -4 | 2.6 | 12 | 1827 | 20 | 0 | nt | 14 | 21
COc1ccc(OC)c(NC(=O)Nc2ccccc2C)c1 | 0.8 | -5 | -1 | 0.1 | 18 | 1649 | -5 | 5 | -0.93 | 8 | 17
COc1ccc(C(=O)Nc2cccc(C(=O)N3CCN(C)CC3)c2)cc1 | 1 | -13 | -13 | 1.7 | 2 | 1578 | 4 | 7 | nt | -7 | -3
CCCCc1c(O)nc(SCC(=O)N2CCOCC2)[nH]c1=O | 1 | -9 | nt | 4.4 | -7 | 1563 | 2 | 5 | nt | 2 | 4
O=C1NC(=O)C2(COC(c3ccncc3)OC2)S1 (stereo not drawn) | 0.9 | -1 | 0 | 0.2 | 43 | 1468 | 1 | -5 | 0.96 | -1 | 9
COc1cccc(NC(=S)/C(=C(\[O-])c2cc(C)n(-c3ccccc3F)c2C)[n+]2ccc(N(C)C)cc2)c1 | 1.1 | 0 | -6 | 0.4 | 41 | 1392 | 3 | 9 | -0.042 | 1 | -7
O=C(Cn1cc(/C=N/NC(=O)c2cccc(C(F)(F)F)c2)c2ccccc21)Nc1ccc(F)cc1 | 0.8 | 9 | nt | -8.2 | 6 | 1593 | -6 | 15 | -0.098 | 8 | 20
CC[N+](CC)(CC#Cc1ccccc1)CC(=O)c1ccc(Cl)cc1 | 0.9 | -4 | -4 | -0.2 | 3 | 1390 | -4 | 2 | -0.43 | -2 | 6

Some values from the results shown.
`O=C(Cc1ccccc1)NCCCc1ccccc1` in bIAP activator: 0.9
`NNc1nc2ccccc2nc1C(F)(F)F` in Lmaj promast: -1
`COc1ccc(OC)c(NC(=O)Nc2ccccc2C)c1` in Lmaj promast: 18

The list goes on:
structure,bIAP activator,PPARg SRC3 recr,S1P3 antag,DTT redox prof,Lmaj promast,TR-FRET SRC-2 ct,PPARg SRC-2 ag,TLR4-MyD88 BLA,ROMK mod,PPARg SRC1 recr,bIAP inhibitor
CCN(CC)c1ccc(/C=N/NC(=S)NCc2ccco2)cc1,0.9,1,1,0.1,3,1521,-1,-1,-0.074,-5,14
O=C(NCc1ccccn1)c1nnc(Cc2ccc(Cl)cc2)o1,0.9,3,-27,0.4,-8,1528,18,4,-0.013,-2,10
Cc1c(C(=O)c2cccc(F)c2)c2ccccn2c1CCC#N,1,0,-4,0.8,2,1363,-2,-7,0.17,9,2
Cc1ccc(SCC(=O)N2CCOCC2)cc1,0.9,5,2,-2.7,-6,1395,4,8,nt,1,8
Nc1nc(N2CCCCC2)nc2ccccc12,0.9,-13,-25,2.1,38,1296,-2,2,-0.52,0,13
Cc1cc(NC(=O)CSc2nncc(=O)n2N)no1,1.2,7,-30,-8.5,-7,1699,6,1,1.8,4,-21
C/C(CC(=O)NC(C)C)=N\NC(=O)COc1cc(C)c(Br)cc1Br,2.6*,1,-4,-0.5,28,1677,-7,9,nt,-4,-159
CCOC(=O)C1CCCN(C(=S)NC2CCCC2)C1 (stereo not drawn),0.9,3,-32,-2.6,-5,1908,3,-4,2.6,-1,7
CN(c1ccccc1)S(=O)(=O)c1cccc(C(=O)NNC(=O)c2ccccc2)c1,1.1,3,-8,-0.3,2,1824,2,-20,0.2,7,-7
CC(=O)c1ccc(NC(=S)Nc2ccc3[nH]c(=O)[nH]c3c2)cc1,0.9,3,1,-0.5,-4,1609,3,6,nt,4,6
Cc1ccc(C)c(C(=O)COC(=O)c2cccc(N3C(=O)c4c(C)nc5ccccc5c4C3=O)c2)c1,0.8,2,2,-0.1,-8,1554,4,-14,nt,2,16
O=C(Nc1ccccc1Cl)NC1(C(=O)NCCCN2CCOCC2)CCCCC1,1.1,1,-18,-0.8,-4,1703,5,-12,nt,-1,-10
CC(C)COC(=O)C(C#N)c1nc2ccccc2nc1N1CCN(Cc2ccc3c(c2)OCO3)CC1 (stereo not drawn),0.7,3,-7,0.0,47,1617,-3,-1,1.5,-3,28
COc1ccc(C(=O)NCC(=O)OCc2ccc(Br)cc2)cc1,0.7,-2,7,-0.3,-9,1670,4,-2,-0.065,-5,26
CS(=O)(=O)N1CCN(C2Cc3ccccc3C2)CC1,1,-4,nt,0.6,36,1635,4,-5,-0.17,-6,-3
COCc1nc2ccccc2n1Cc1c(F)cccc1Cl,0.9,5,3,-0.2,2,1586,2,-5,-0.18,6,7
Cc1cc(OC(=O)c2ccccc2)n(CCC#N)n1,1,-7,102*,-0.2,-5,1507,10,11,-0.93,9,4
COc1ccccc1NC(=O)N1CCCC1,1.2,-1,-21,-1.0,4,1648,1,-9,-0.33,6,-22
N#Cc1nc(-c2cccs2)oc1NCc1ccccc1,0.8,3,nt,1.1,4,1526,-2,-12,-3.6*,-7,17
Cc1cccc(OCCNC(=S)NC(=O)c2cccnc2)c1,1.3,-5,-2,-0.2,-11,1479,-4,-6,-0.012,2,-26
Cc1cccc2cc(CN(CC3CCCO3)C(=S)NCc3ccco3)c(=O)[nH]c12 (stereo not drawn),0.6,-3,-3,0.2,10,1378,-5,13,-0.019,-3,42
COC(=O)c1cc(OC)c(OC)cc1NC(=S)N1CCC(C(N)=O)CC1,0.8,-6,nt,2.8,-6,1590,-4,-9,-0.49,2,17
O=C(CNC(=O)c1ccc2ccccc2c1)OCC(=O)N1CCN(S(=O)(=O)c2ccc3ccccc3c2)CC1,0.6,-2,-17,0.1,-9,1573,2,-1,nt,-5,44
O=C1C2C3C=CC(C3)C2C(=O)N1c1n[nH]c(-c2ccccc2)n1 (stereo not drawn),0.5,-11,nt,0.2,-4,1373,-5,8,1.1,6,47
COc1ccc(-n2c(=O)c(CCC(=O)N(C)Cc3ccccc3C)nc3ccccc32)cc1,1.2,-5,4,-1.3,66*,1359,-7,-7,-0.67,5,-24
O=C1CC(N2CCOCC2)C(=O)N1c1cc(Cl)cc(Cl)c1 (stereo not drawn),1,-5,-36,-0.2,-9,1446,-4,4,nt,2,-2
CN(C(=O)c1ccncc1)c1nnc(-c2ccncc2)s1,0.9,5,13,-0.9,-7,1833,6,-5,1.2,5,8

Structures from the list above that contain a COOH group:
structure,bIAP activator,PPARg SRC3 recr,S1P3 antag,DTT redox prof,Lmaj promast,TR-FRET SRC-2 ct,PPARg SRC-2 ag,TLR4-MyD88 BLA,ROMK mod,PPARg SRC1 recr,bIAP inhibitor
O=C(O)c1ccc(S(=O)(=O)c2ccccc2)cc1,1,-6,29,0.3,-10,1300,-12,6,nt,-8,-1
O=C(O)c1ccc(N2Cc3ccccc3C2)cc1O,1,9,nt,0.8,-8,1560,1,-10,-1.6,7,1
